# p97 ATPase inh – inhibitors of human p97 ATPase, primary screen, biochemical. inhibition, % at 8 µM. Transitional endoplasmic reticulum ATPase (Homo sapiens), P55072. recombinant p97 ATPase, Kinase-Glo ATP luminescence, 3 h. 220,000 tested, 0.42% active; in the data active means inhibition above about 15%;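 further: 0% = DMSO vehicle and 100% = wells lacking enzyme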
# NPY1 pot ag – NPY-Y1 receptor potentiators or agonists, primary screen, cell-based | Neuropeptide Y receptor type 1 (Homo sapiens), P25929 | NPY-Y1 expressing cells, potentiator/agonist activation | activation, % at 3.6 µM | 220,000 tested, 0.37% active; in the data active means activation above about 33%, passing the limit was not always enough;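 further: cells stimulated with NPY at EC10 then isoproterenol at EC100; 0% = low agonist plus stimulus and 100% = saturating agonist plus stimulus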
# Target sequence (P25929 whole entry, looked up): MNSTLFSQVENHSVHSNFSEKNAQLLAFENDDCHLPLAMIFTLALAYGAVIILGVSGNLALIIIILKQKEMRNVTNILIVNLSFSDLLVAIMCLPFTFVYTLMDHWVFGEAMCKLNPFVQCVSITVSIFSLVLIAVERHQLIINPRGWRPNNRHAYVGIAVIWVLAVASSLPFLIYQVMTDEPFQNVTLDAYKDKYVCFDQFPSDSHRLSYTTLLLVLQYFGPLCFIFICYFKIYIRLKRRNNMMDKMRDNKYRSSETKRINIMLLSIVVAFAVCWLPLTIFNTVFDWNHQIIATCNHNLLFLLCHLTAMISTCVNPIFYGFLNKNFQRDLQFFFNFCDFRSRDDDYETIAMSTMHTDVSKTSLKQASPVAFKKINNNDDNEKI
# Hck Nef HTS – inhibitors of Nef-activated human Hck kinase, primary screen, biochemical, Z-Lyte FRET, 384-well, Hck-YEEI | Tyrosine-protein kinase HCK (Homo sapiens), P08631 | AID 463187, 2010 | inhibition, % at 20 µM | 220,000 tested, 0.68% active | Recombinant Hck-YEEI plus Nef, Z-Lyte FRET kinase assay;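 active means Hck-Nef kinase inhibition above about 50%, limit read from the data; inactive means inhibition below that limit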;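 further: 0% = DMSO with Hck plus Nef and 100% = Hck alone without Nef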
# NPY2 pot ag – NPY-Y2 potentiators or agonists, primary screen, cell-based | Neuropeptide Y receptor type 2 (Homo sapiens), P49146 | cells expressing NPY-Y2, potentiator/agonist read-out | activation, % at 3.6 µM | 220,000 tested, 0.45% active | AID 1359, 2008; in the data active means activation above about 27%;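 further: cells stimulated with NPY near EC25 plus isoproterenol at EC100; 0% = vehicle plus submaximal agonist and 100% = vehicle plus saturating agonist; some results beyond the cut were filed as inactive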
# Mdm2 ligase inh – MDM2-luciferase reporter signal enhancers, primary screen, MDM2 E3 ligase inhibitor project, cell-based, luminescence, 1536-well | E3 ubiquitin-protein ligase Mdm2 (Homo sapiens), Q00987 | cell-based MDM2 ubiquitination luciferase reporter, 2 h; 0 = plate control, 100 = twice control, blank-subtracted | signal enhancement, % at 5 µM | 210,000 tested, 0.11% active | AID 1230, 2008;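 active means signal enhancement of 30% or more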;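 further: luminescence tracks abundance of the self-degrading MDM2-luciferase fusion protein; higher signal means inhibition of MDM2 E3 ligase activity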
# Target sequence (Q00987 whole entry, looked up, the tested form may be a part): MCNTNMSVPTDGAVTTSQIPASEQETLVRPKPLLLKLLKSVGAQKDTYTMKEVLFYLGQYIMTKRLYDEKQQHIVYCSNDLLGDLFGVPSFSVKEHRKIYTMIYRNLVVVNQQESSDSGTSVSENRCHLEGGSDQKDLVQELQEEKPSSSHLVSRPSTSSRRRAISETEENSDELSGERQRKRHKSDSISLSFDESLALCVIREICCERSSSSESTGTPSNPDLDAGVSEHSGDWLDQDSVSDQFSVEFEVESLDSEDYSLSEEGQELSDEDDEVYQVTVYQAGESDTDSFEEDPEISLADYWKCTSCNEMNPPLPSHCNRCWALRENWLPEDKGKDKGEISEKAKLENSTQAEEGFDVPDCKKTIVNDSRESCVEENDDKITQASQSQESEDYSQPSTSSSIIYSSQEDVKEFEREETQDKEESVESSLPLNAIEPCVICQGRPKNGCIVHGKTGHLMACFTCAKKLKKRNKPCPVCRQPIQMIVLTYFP
#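 Material: Stable MDM2–luciferase fusion reporter cells | Amount: 2000 cells seeded into each well | Dosing: One concentration, 5 µM, with 0.2% DMSO | Incubation: 4 h cell settling then 2 h compound exposure, 37 °C | Measured by: Luciferase luminescence | Read-out basis: % enhancement relative to plate controls after blank subtraction | Benchmarks: Control and blank well means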
# RBBP9 inhibitor – human RBBP9 inhibitors, primary screen, biochemical, fluorescence polarization, FP-Rh probe, HTS | Serine hydrolase RBBP9 (Homo sapiens), O75884 | recombinant RBBP9 | inhibition, % at 7.94 µM | 220,000 tested, 0.2% active | AID 1515, 2009;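 active means inhibition above the campaign mean of all tested compounds plus 3 SD, cut at about 14% in these data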;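 further: plate controls were DMSO wells with RBBP9 for no effect and wells lacking RBBP9 protein for full effect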
# Target sequence (O75884 whole entry, looked up): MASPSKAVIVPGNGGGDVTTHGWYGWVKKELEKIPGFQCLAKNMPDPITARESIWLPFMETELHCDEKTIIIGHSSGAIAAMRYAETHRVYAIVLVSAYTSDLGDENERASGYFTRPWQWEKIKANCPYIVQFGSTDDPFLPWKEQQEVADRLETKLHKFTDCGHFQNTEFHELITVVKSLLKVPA
#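 Measured by – fluorescence polarization · Test system – RBBP9 protein · Input – 2.5 µM RBBP9 dispensing solution, before mixing · Measure – percent inhibition from mP, scaled between DMSO and no-protein wells · Benchmarks – DMSO-treated enzyme wells and wells lacking RBBP9 · Times – preincubation 30 min plus labeling 45 min at 25 °C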
# Runt-CBFb FRET – inhibitors of RUNX1 Runt–CBFb binding, primary screen, biochemical, FRET, Cerulean-Runt, Venus-CBFb, uHTS | Runt-related transcription factor 1 (Homo sapiens) + Core-binding factor subunit beta … | Cerulean-Runt/Venus-CBFb FRET ratio 530/480, 1 h | inhibition, % at 20 µM | 220,000 tested, 0.46% active | AID 1496, 2009;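 active means inhibition over about 50% at 20 µM in the single-dose screen, limit read from the data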;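 further: 0% = DMSO wells and 100% = excess unlabeled CBFb competitor control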
#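 test system = Cerulean-tagged RUNX1 Runt domain (FRET donor) fusion protein | reagent = Venus-CBFb binding partner, 100 nM | incubation = protein complex preformed 1 h, compound exposure 1 h, room temperature, dark | detection = FRET fluorescence | read-out basis = loss of energy transfer signal | controls = 5 µM unlabeled CBFb as full-inhibition high control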
# Runt-SMMHC FRET – inhibitors of RUNX1 Runt–CBFb-SMMHC binding, primary screen, biochemical, FRET, Cerulean-Runt, Venus-CBFb-SMMHC, uHTS. Runt-related transcription factor 1 (Homo sapiens) + Core-binding factor subunit beta …. Cerulean-Runt/Venus-CBFb-SMMHC FRET ratio 530/480, 1 h. inhibition, % at 20 µM. 220,000 tested, 0.74% active;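 active means mean inhibition across duplicate retests at 20 µM reaching about 50%, limit read from the data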;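 further: 0% = DMSO wells and 100% = wells with excess untagged CBFb-SMMHC; inhibitors lower the FRET ratio by blocking Runt binding to CBFb-SMMHC; some results filed as inactive read as strong as hits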
# NPY-Y1 antag – NPY-Y1 receptor antagonists, primary screen, cell-based; 200,000 tested, 1% active; inhibition, % at 3.6 µM; HEK293-CNG Y1 cells, membrane potential fluorescence; NPY at EC95, then isoproterenol; AID 1040, 2008; Neuropeptide Y receptor type 1 (Homo sapiens), P25929;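 active means inhibition above the campaign mean inhibition of all tested compounds plus 3 SD, cut at about 20% in these data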;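 further: 0% = DMSO wells given NPY plus isoproterenol and 100% = isoproterenol alone without NPY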
#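 Test system – HEK293 Y1/CNG channel cell line · Also added – NPY agonist 25 nM, then isoproterenol 1 µM plus Ro 20-1724 25 µM · Compound dosing – one concentration, 3.6 µM, in 0.4% DMSO · Schedule – compound incubation 1 h at room temperature, readout 45 min post-stimulation · Technique – fluorescence, membrane potential probe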
# Numbers without * were called inactive; · = no result given.
# Each structure is followed by: p97 ATPase inh	NPY1 pot ag	Hck Nef HTS	NPY2 pot ag	Mdm2 ligase inh	RBBP9 inhibitor	Runt-CBFb FRET	Runt-SMMHC FRET	NPY-Y1 antag
1) CCOC(=O)N/N=C(C)/C=C/c1ccco1
    5.7	10.6	5.3	-5.0	4.5	-7.3	1.9	-0.8	-0.5
2) O=c1cc(N2CCCCC2)c2ccccc2o1
    1.3	-7.0	20.5	-0.6	10.4	-4.1	1.0	2.1	-4.4
3) CCn1c(CNc2nc(-c3ccccc3)cs2)nnc1SCC(=O)NCc1ccco1
    2.9	2.9	0.6	4.8	-8.3	-4.4	1.3	5.7	-2.2
4) CCC(=O)N1CCc2cc(Br)cc(S(=O)(=O)CCC(=O)NCCOC)c21
    -1.2	-24.8	1.7	4.1	-13.1	-3.0	0.6	-3.8	8.0
5) OCC1(CCc2ccccc2)CCN(Cc2cc(F)ccc2-n2cccn2)CC1
    -3.4	-12.2	21.7	-20.4	-8.8	-5.0	1.3	5.6	23.4*
6) O=C(CCN(CCO)Cc1ccccc1)Nc1ccc(Br)cc1
    3.3	-2.8	1.4	6.1	-7.8	-4.4	-0.2	-0.7	-0.9
7) COc1ccccc1N1C(=O)c2cccc3c(C(=O)O)ccc(c23)C1=O
    -1.3	-11.8	-0.4	-7.7	0.1	-9.5	0.3	-0.9	5.6
8) O=C(CC1CCS(=O)(=O)C1)NC1CCCCC1 (centres undefined)
    0.7	7.8	-0.4	-3.7	-10.3	-0.1	-0.4	1.6	-0.1
9) CCOc1ccccc1NC(=O)Cn1nnc(C(=O)Nc2ccccc2Cl)c1N
    0.6	13.8	1.5	10.2	-8.9	1.2	-1.2	-0.1	-2.6
10) COCCCn1c(C)cc(C(=O)COC(=O)CCc2nc3ccccc3c(=O)[nH]2)c1C
    3.7	-7.0	3.3	6.0	-16.5	-2.9	-0.6	-7.7	·
11) O=c1cc(CSc2nnc(NC3CCCCC3)s2)nc2sccn12
    4.3	-5.0	19.3	15.0	-11.2	1.8	-7.4	-3.9	4.6
12) CC(=O)OC[C@H]1O[C@H](C/C=N/OC[C@@H](O)[C@H]2O[C@@H]3OC(C)(C)O[C@@H]3[C@H]2O)C=C[C@@H]1OC(C)=O
    8.1	9.1	-7.7	3.5	·	-2.8	-2.5	-4.4	1.5
13) CC(C)Sc1nc(NCc2ccco2)c2c3c(sc2n1)COC(C)(C)C3
    -2.8	-7.0	2.3	8.5	-13.1	-8.2	1.5	1.6	1.3
14) Cc1cc(C)n2nc(C(=O)OCCOc3ccc(F)cc3)nc2n1
    0.3	16.5	2.1	5.7	-15.4	-6.0	-0.2	-7.1	0.7
15) CN(C)S(=O)(=O)c1ccc(Cl)c(NC(=O)CN2CCCCCC2)c1
    -0.9	-5.1	21.8	-10.6	-12.9	2.3	-0.8	0.3	1.8
16) Nc1nc(N2CCN(c3cccc(Cl)c3)CC2)n[nH]1
    1.9	3.5	-18.3	1.1	-6.7	-6.8	-1.2	2.2	1.2
17) O=C(CSc1nnnn1-c1ccc(F)cc1)NC1CCCCC1
    -0.4	-5.3	-0.1	-20.7	-16.7	-2.4	-1.4	-4.1	6.0
18) O=C(CCC(=O)c1ccccc1)NCCOc1ccccc1
    5.6	-14.5	-8.8	13.5	-11.1	-0.3	-0.3	0.6	-3.0
19) COC(=O)CC1=NC(=O)CS1
    -0.3	-13.8	-3.9	3.3	-8.9	-4.6	-0.5	-0.3	-1.1
20) C/C=C/c1ccc(OCCCCN2C(=O)NC(C)(C)C2=O)c(OC)c1
    0.0	-7.1	8.8	-3.2	-1.4	6.8	-2.4	2.2	0.5
21) NS(=O)(=O)c1ccc(CCNCC(=O)NC2CC2)cc1
    -5.8	8.8	-0.2	-3.8	-7.0	-2.5	-0.1	-3.9	·
22) CCC1CCCCN1C(=O)CNCC1CCCO1 (centres undefined)
    3.2	11.8	18.8	4.0	-13.7	-1.2	-2.6	-1.3	-1.8
23) COc1ccc(Nc2nnc(C)c(=O)[nH]2)c(OC)c1
    -0.3	-0.3	25.1	-21.4	-6.0	-6.1	-0.1	-1.0	·
24) O=C(N/N=C/c1ccccc1[N+](=O)[O-])c1ccc2c(c1)OCCO2
    0.3	16.9	16.4	-6.3	·	4.3	2.4	3.7	·
25) CC12CCC(C(=O)N(NC(=O)c3cc(Cl)ccc3O)C1=O)C2(C)C (centres undefined)
    -1.0	2.3	1.9	-20.9	-4.9	0.3	-0.6	1.2	11.8
26) COc1ccc(CCN2CC(C(=O)Nc3ccc4c(c3)OCO4)CC2=O)cc1OC (centres undefined)
    6.0	7.4	24.0	-3.5	16.5	3.0	0.4	-3.5	-0.3
27) CC(NC(=O)C1CCCC1)C1CC2CCC1C2 (centres undefined)
    4.2	4.0	6.6	-18.9	20.9	-2.9	0.9	-2.1	-0.6
28) CCCCCCC(=O)NNC(=O)c1c(O)c2ccccc2n(CCC)c1=O
    6.5	-18.5	29.3	-6.4	-1.8	-3.7	·	·	2.1
29) O=C(O)c1cc2cc(Cl)cc(Cl)c2oc1=O
    6.0	-54.8	-1.3	-4.1	3.8	0.4	-9.5	-60.0	0.6
30) CCN(CC)c1ccc(C(=O)N/N=C(\C)c2cccnc2)cc1
    -6.8	-17.2	17.1	-3.7	-13.5	-13.7	2.2	1.6	-6.0
31) COCCSc1ccccc1C(=O)Nc1cc([N+](=O)[O-])ccc1OC
    0.8	-2.1	29.1	-1.2	-13.8	-2.1	-2.9	-1.6	3.0
32) CCCn1c(SCc2ccccc2)nc2c1c(=O)[nH]c(=O)n2C
    2.1	-3.6	4.7	-14.3	-14.4	-4.5	3.5	-0.2	3.8
33) CCCOc1ccc(C(=O)N2CCN(c3ccc(N)cc3Cl)CC2)cc1
    -0.1	7.7	-1.4	10.0	-10.6	2.1	-0.3	-2.7	2.6
34) O=C1NN(c2ccccc2)C(=O)C2C3C=CC(C4CC34)C12 (centres undefined)
    -0.4	-6.1	0.0	-1.9	2.5	-3.6	·	3.6	2.2
35) O=C(NCC1CCCN(C(=O)NCc2ccccc2)C1)c1ccc2c(c1)OCO2 (centres undefined)
    -6.9	-2.3	15.2	-4.8	-9.3	-9.3	0.0	-2.7	8.7
36) O=C1c2cccc(Sc3ccccc3)c2C(=O)c2c(Sc3ccccc3)cccc21
    5.0	7.2	9.7	20.6	-3.8	-1.2	-4.4	-7.3	·
37) CCOc1ccccc1C1CC(=O)NC(SCC)=C1C#N (centres undefined)
    2.9	-3.5	8.6	14.1	-11.4	5.9	0.7	-4.9	-1.2
38) Cc1ccc(N/C=C2\CCCCC2=O)nc1
    10.9	-10.6	22.1	-2.2	-4.0	-1.9	-0.3	1.0	0.1
39) COC(=O)CCC(=O)NNC(=O)CCC(=O)Nc1cccc(Cl)c1C
    -5.7	-5.2	18.1	-2.4	-18.4	-10.4	-1.1	1.0	-0.5
40) CCOCCCNS(=O)(=O)c1ccc2c(c1)OCCO2
    -5.5	-3.1	4.6	8.0	-2.4	-2.0	1.8	1.6	-3.2
41) O=C(O)c1ccc(NC(=O)C2(c3ccccc3)CCCC2)cc1
    7.8	16.0	10.6	-7.4	-12.4	1.0	0.6	-0.7	·
42) CCCN(CCC)S(=O)(=O)c1ccc(C(=O)N2CCCc3ccccc32)cc1
    -2.0	-1.9	-2.4	1.5	-12.7	-0.7	-2.2	2.9	3.5
43) CCN(CC(=O)Nc1sc2c(c1C#N)CCCC2)CC(=O)NC1CCS(=O)(=O)C1 (centres undefined)
    3.0	-2.0	21.5	9.2	-1.4	0.9	-2.8	0.7	0.6
44) CC(=O)COc1ccc2c(-c3ccccc3)cc(=O)oc2c1
    3.4	-5.0	1.6	0.0	-0.3	-4.1	-2.4	3.8	3.3
45) CS(C)(=O)=NS(=O)(=O)c1ccc(Cl)cc1
    -2.0	-1.6	0.7	-7.8	-21.1	-6.6	-2.1	-0.4	9.9
46) CC(Nc1ccccc1)c1ccncc1 (centres undefined)
    0.4	-5.4	20.5	-6.3	-6.5	-0.3	0.0	-2.6	-5.5
47) O=S(=O)(Nc1ncccn1)c1ccc(Nc2ncnc3ccccc23)cc1
    6.5	2.9	8.5	2.6	-12.8	4.4	1.0	4.6	0.1
48) COc1cc(C2C(C#N)=C(N)Oc3n[nH]c(-c4cccnc4)c32)ccc1OCC(N)=O (centres undefined)
    -2.4	-32.2	18.5	-10.7	-0.7	-11.3	0.7	0.7	·
49) O=C1Nc2c(c(=O)[nH]c(=O)n2Cc2ccccc2)C1(NS(=O)(=O)c1ccccc1)C(F)(F)F (centres undefined)
    3.0	-1.9	3.1	-5.2	-0.9	-3.7	1.2	2.2	6.9
50) O=P(c1ccc2c(c1)OCCO2)(N1CCOCC1)N1CCOCC1
    -2.1	-5.5	-1.1	0.5	1.8	-4.8	1.6	0.4	1.9
51) Brc1ccccc1OCCCn1cnc2ccccc21
    0.5	9.5	2.5	10.6	-15.3	-0.9	-1.4	1.2	-0.2
52) CC(=O)Nc1ccc2cc3ccc(NC(C)=O)cc3nc2c1
    34.2*	4.4	-31.0	-22.9	2.7	50.2*	15.3	·	·
53) COCCNC(=O)CSC1=N/C(=C/c2ccc(Cl)c(Cl)c2)C(=O)N1c1ccccc1F
    0.6	-40.0	41.6	-7.1	-13.6	-5.6	2.7	7.2	10.8
